High-throughput results as filed in PubChem BioAssay.
PhoP inhibition = inhibitors of PhoP regulon expression, primary screen, Salmonella Typhimurium, GFP reporter (AID 1863); S. Typhimurium PhoP-regulated promoter GFP reporter, 4 h; higher % means a stronger effect; one-dose inhibition, % at 50 µM; IC50 in µM for titrated hits; hit rate 0.16% among 300,000;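 active = inhibition over 29.93%, a cutoff 3 SD above the screen mean, later confirmed by dose response; inconclusive = inhibition over 29.93% but no dose response follow-up; inactive = inhibition at most 29.93% or unconfirmed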;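 note: 0% = low Mg2+ inducing control and 100% = high Mg2+ repressing control; strong numbers were not always called active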
T cell modulator = modulators of CD8 T cell-vesicle binding, primary screen, mouse 2C CD8+ T cells, flow cytometry. 2C CD8+ T cell-vesicle binding; hits give low values. calls only at 7 µM. hit rate 0.068% among 330,000. AID 2052, 2009;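 active = response, share of CD8 T cells binding vesicles, and their 90th percentile fluorescence all below set limits, cut at about 80% in these data, passing the limit was not always enough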
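Assay system: 2C TCR transgenic mouse naive CD8+ T cells, MACS-purified | Read-out: CD8+ gate FL2 mean fluorescence as % of same-row positive control | Signal: High-throughput flow cytometry with anti-B7-1 and anti-CD8 staining | Timing: Binding step 1.5 h, 37 °C, antibody labelling 20 min, ice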
RSV CPE inhibition = RSV antiviral activity via CPE protection, HEp-2 cells, primary 10 µM value included (AID 2391); HEp-2 cells, RSV-induced CPE inhibition; higher % means a stronger effect; CPE inhibition, % at 10 µM, or IC50 in µM where a hit was titrated; hit rate 0.13% among 310,000; in the data active = a potency from the dose series; inconclusive = CPE inhibition mostly from about 23% at the one dose, without a potency; inactive = the rest, 99 in 100 with CPE inhibition below about 21%; note: strong numbers were not always called active
West Nile antiviral = West Nile virus antiviral activity, cell-based, CPE readout (AID 1621). West Nile virus-infected cells, CPE inhibition; higher % means a stronger effect. CPE inhibition, % at 10 µM; hits with a dose series show IC50 in µM. hit rate 0.02% among 290,000; in the data active = a potency from the dose series; inconclusive = CPE inhibition mostly from about 3.7% at the one dose, without a potency; inactive = the rest, 99 in 100 with CPE inhibition below about 2.2%; note: strong numbers were not always called active
NS5 inhibitors = Dengue-2 NS5 methyltransferase inhibitors, primary screen, biochemical, confirmation dose response (AID 588689) | Genome polyprotein (Dengue virus type 2 (strain 16681-PDK53)) | Dengue-2 NS5 methyltransferase capping enzyme assay, biochemical; higher % means a stronger effect | inhibition, % at 25 µM, or IC50 in µM where a hit was titrated | hit rate 0.3% among 340,000; in the data active = a potency from the dose series; inconclusive = inhibition above about 29% without an active follow-up result
SV40 large T antigen = SV40 large T antigen inhibitors, biochemical (AID 1903). SV40 large T antigen ATPase/helicase inhibition assay; higher % means a stronger effect. inhibition, % at 20 µM, or IC50 in µM where a hit was titrated. hit rate 0.39% among 310,000; in the data active = a potency from the dose series; inconclusive = inhibition mostly from about 32% at the one dose, without a potency; inactive = the rest, 99 in 100 with inhibition below about 32%; note: strong numbers were not always called active
K1F lysis inhibition = inhibition of K1F phage lysis, E. coli UTI89, bacterial capsule biogenesis inhibitors, alamar blue (AID 488966); E. coli UTI89 K1F phage lysis, alamar blue, 2 h; higher % means a stronger effect; one-dose inhibition, % at 100 µM; IC50 in µM for titrated hits; hit rate 0.02% among 340,000;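 active = phage lysis inhibition, versus mean bacterial control, above a set limit; inconclusive = no clear call, values can overlap the other calls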;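 note: capsule biogenesis inhibitors block K1F phage lysis so surviving cells raise fluorescence; higher fluorescence means more inhibition of phage lysis; actives were called in the ten point dose series up to 300 µM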
MgcRacGAP inhibition = MgcRacGAP GTPase-activating activity inhibitors, confirmation, biochemical, ADP Hunter fluorescence. Rac GTPase-activating protein 1 (Homo sapiens). inhibition, % at 30 µM, or IC50 in µM where a hit was titrated. MgcRacGAP-stimulated Rac1 GTP hydrolysis, ADP Hunter fluorescence; higher % means a stronger effect; GST-tagged Rac1 F28L mutant substrate. hit rate 0.6% among 340,000. AID 624330, 2012;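 active = first-screen hits whose inhibition reached a set limit at any dose in the follow-up dose series; inconclusive = inhibition above the set first-screen limit but never retested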;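 note: fluorescence reports GDP produced by GAP-driven GTP hydrolysis; strong numbers were not always called active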
NTR1 ag = agonists of NTR1, primary screen, imaging, U2OS cells, beta-arrestin-GFP, high content (AID 493036); Neurotensin receptor type 1 (Homo sapiens), P30989; NTR1-U2OS beta-arrestin-GFP spot imaging, agonist mode; activation, % at 20 µM; hit rate 0.17% among 330,000;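 active = activation at or above 40% of the spot to cytoplasm intensity ratio, with at least 20 cells analyzed; inconclusive = wells under 20 cells, flagged as cytotoxic or low count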;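 note: 0% = DMSO without peptide and 100% = 100 nM NTR1 peptide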
Target sequence (P30989 whole entry, looked up): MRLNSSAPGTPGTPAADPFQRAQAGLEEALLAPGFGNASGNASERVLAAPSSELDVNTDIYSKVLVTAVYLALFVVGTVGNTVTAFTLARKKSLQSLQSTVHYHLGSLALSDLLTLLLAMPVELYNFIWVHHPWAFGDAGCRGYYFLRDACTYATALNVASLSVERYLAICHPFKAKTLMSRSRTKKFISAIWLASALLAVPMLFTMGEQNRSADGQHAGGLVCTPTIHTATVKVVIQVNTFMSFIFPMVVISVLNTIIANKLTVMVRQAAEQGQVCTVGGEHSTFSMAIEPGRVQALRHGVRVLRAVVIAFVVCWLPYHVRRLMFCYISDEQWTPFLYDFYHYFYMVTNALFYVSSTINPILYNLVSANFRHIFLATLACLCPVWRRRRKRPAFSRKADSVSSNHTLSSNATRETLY
T cell modulator vesicle-bound % = recorded beside T cell modulator, whose call it bears; double positive events, %; measured here: CD8+ vesicle-bound cell fraction;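 binding gate set so that unloaded-vesicle control wells show 10% double positive cells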
NTR1 ag cell count 20 µM = also measured in NTR1 ag; calls as there; cell count; measured here: cell count, cytotoxicity flag
NS5 inhibitors pilot replicate = recorded beside NS5 inhibitors, whose call it bears; inhibition, %; measured here: pilot screen replicate inhibition
Starred values were filed as active, the others as inactive; i = inactive; ? = inconclusive; . = not tested or not shown; & = joins results of further samples; [ ] = remark or other dose. Hits appear at their usual frequency. About 1.5% of those tested had a hit in this group.

Preview, 4 compounds:
SMILES | PhoP inhibition | T cell modulator | T cell modulator vesicle-bound % | RSV CPE inhibition | West Nile antiviral | NS5 inhibitors | SV40 large T antigen | K1F lysis inhibition | MgcRacGAP inhibition | NTR1 ag | NTR1 ag cell count 20 µM | others
Cc1cc(C)n(-c2nc(NCc3cccnc3)c3c4c(sc3n2)COC(C)(C)C4)n1 | 1% | i | 54 | 3.9% | 1.0% | -9% | 11% | 0.2% | 4% | 0.3 | 80
C[C@H](CO)N1C[C@H](C)[C@@H](CN(C)C)Oc2c(NS(=O)(=O)c3cccs3)cccc2C1=O | . | i | 18 | . | . | 3% | . | 0.2% | 9% | -2.0 | 62 | NS5 inhibitors pilot replicate=-3.1
O=C(NCC(c1ccc(F)cc1)N1CCOCC1)c1c(F)cccc1F (stereo not given) | . | i | 32 | -0.4% | 0.0% | -9% | 23% | 0.1% | 7% | -0.3 | 48
COc1ccc(C(=O)N[C@H](C(=O)OCn2nnc3ccccc3c2=O)C(C)C)cc1 | . | . | . | . | . | 6% | . | 0.8%[50 µM] | 7% | 1.4 | 52

The list itself, from the start:
SMILES | PhoP inhibition | T cell modulator | T cell modulator vesicle-bound % | RSV CPE inhibition | West Nile antiviral | NS5 inhibitors | SV40 large T antigen | K1F lysis inhibition | MgcRacGAP inhibition | NTR1 ag | NTR1 ag cell count 20 µM | others
Cc1cc(C)n(-c2nc(NCc3cccnc3)c3c4c(sc3n2)COC(C)(C)C4)n1 | 1% | i | 54 | 3.9% | 1.0% | -9% | 11% | 0.2% | 4% | 0.3 | 80
C[C@H](CO)N1C[C@H](C)[C@@H](CN(C)C)Oc2c(NS(=O)(=O)c3cccs3)cccc2C1=O | . | i | 18 | . | . | 3% | . | 0.2% | 9% | -2.0 | 62 | NS5 inhibitors pilot replicate=-3.1
O=C(NCC(c1ccc(F)cc1)N1CCOCC1)c1c(F)cccc1F (stereo not given) | . | i | 32 | -0.4% | 0.0% | -9% | 23% | 0.1% | 7% | -0.3 | 48
COc1ccc(C(=O)N[C@H](C(=O)OCn2nnc3ccccc3c2=O)C(C)C)cc1 | . | . | . | . | . | 6% | . | 0.8%[50 µM] | 7% | 1.4 | 52
CCN1CCN(C(=S)NCCOC)CC1 | 0% | i | 45 | 1.8% | 0.0% | 4% | 4% | 0.1% | 19% | 0.2 | 75
CN(CC(=O)Nc1ccccc1Cl)C(=O)COC(=O)CNC(=O)c1ccc(Br)o1 | . | i | 42 | 0.7% | -0.2% | 11% | . | -0.2% | -8% | 1.7 | 84
NC(=O)C1CCN(C(=O)C2CC(=O)N(c3ccc(F)cc3)C2)CC1 (stereo not given) | 2% | i | 14 | 0.6% | 0.2% | -7% | 16% | -0.9%[50 µM] | 4% | 0.3 | 82
CN(C)c1ccc(SC#N)cc1 | -4% | i | 16 | 2.5% | 0.5% | -5% | 11% | 0.6% | 5% | 2.1 | 60
CNC(=S)NCCN1CCOCC1 | -14% | i | 40 | 1.2% | 0.4% | -11% | 7% | 2.4% | 6% | -0.2 | 47
COc1ccc(N(CC(=O)Nc2cccnc2)S(C)(=O)=O)cc1 | -6% | i | 41 | 3.8% | 0.0% | 1% | -1% | 0.2% | 10% | 1.0 | 57
Cc1ccc(-n2nc3ccc(N)cc3n2)cc1C | 10% | . | . | 6.5% | 0.5% | -2% | -6% | -1.3% | 1% | -0.4 | 62
CCn1c(=O)c(C(C)=O)c(O)c2ccccc21 | 2% | i | 8 | 3.3% | 0.1% | -5% | 2% | 0.4% | 2% | 0.3 | 54
Cc1ccc(S(=O)(=O)c2nnn3c2nc(Nc2cccc(C)c2)c2ccccc23)cc1 | 6% | i | 43 | 1.7% | -0.7% | -4% | 0% | 1.2% | 4% | 15 | 63
COCc1cc(C)nc(SCC[N+](C)(C)CC(=O)Nc2cccc(C(F)(F)F)c2)c1C#N | 6% | i | 46 | -0.5% | -0.2% | -11% | 5% | 8.0% | 7% | 1.6 | 60
CCc1ccc(OCCCC(=O)NCc2ccco2)cc1 | -4% | i | 54 | 4.4% | -0.5% | -1% | 23% | 0.1% | 3% | -2.5 | 71
O=C(/C=C/c1ccc([N+](=O)[O-])cc1)/C=C/c1ccco1 | -7% | i | 35 | 2.7% | -0.7% | 10% | 33% | -1.5% | 48% | -1.2 | 35
Nc1ccc(S(=O)(=O)Nc2cnc3ccccc3n2)cc1 | -11%&21% | i | 34&42 | 0.7%&0.8% | 0.6% | -4%&-3% | 19%&2% | 0.2%&0.3% | 4%&9% | -0.8&0.5 | 56&71
CCC(C)(C)NC(=O)C(c1ccccc1F)N(Cc1ccco1)C(=O)Cn1nnc2ccccc21 (stereo not given) | 1% | i | 5 | -1.4% | -0.3% | 1% | -5% | 5.2% | 3% | 0.5 | 62
CCOc1cc(/C=N/n2c(C)nc3sc(C)c(C)c3c2=O)ccc1O | 1% | i | 53 | 0.9% | -0.2% | -9% | 1% | -0.5% | 10% | 4.7 | 27
C=CCSc1nc(N)c(C(=O)Nc2ccccc2OC)cc1C(=O)Nc1ccccc1 | -2% | i | 39 | 2.5% | -0.1% | -8% | 4% | 4.7% | 6% | 4.0 | 64
COC(=O)c1cc(Br)c(=O)n(Cc2ccco2)c1 | -2% | i | 58 | 0.1% | -0.2% | 1% | 5% | 0.0% | 4% | 0.6 | 39
Cc1ccc(Cl)cc1NC(=O)NCc1ccccn1 | 5% | i | 11 | 2.1% | -0.5% | -9% | 9% | -0.3%[50 µM] | -1% | 0.4 | 61
O=S(=O)(c1ccc(Cl)cc1Br)N1CCCCC1 | 13% | i | 43 | -0.4% | 0.5% | 2% | 3% | 2.1% | 17% | 2.1 | 69
Cc1ccc(N2C(=O)C3ON(c4ccccc4)C(c4ccncc4)C3C2=O)cc1 (stereo not given) | 7% | i | 12 | 0.0% | 0.0% | 10% | 13% | 0.0% | 3% | 0.2 | 87 | NS5 inhibitors pilot replicate=-2.1
Cc1ccnc2nc(C(=O)Nc3ccc(S(=O)(=O)N4CCCC4)cc3)nn12 | 3% | i | 27 | 0.6% | -0.3% | -6% | 11% | 0.2% | 15% | -1.3 | 54
COc1ccc2sc(N(CCCN(C)C)C(=O)c3ccc(C(=O)c4ccccc4)cc3)nc2c1 | -4% | i | 29 | -0.9% | . | 0% | 2% | 0.7%[50 µM] | 8% | 19 | 45
CCCc1cc(=O)oc2cc(C)cc(OCc3nn[nH]n3)c12 | 13% | i | 19 | 1.1% | 0.5% | 3% | 14% | 0.4% | 11% | -0.9 | 30
COc1ccc(S(=O)(=O)NC2CCCCC2)cc1F | 2% | i | 6 | 1.0% | -0.8% | -8% | 5% | -0.3% | 8% | 0.5 | 55
O=C(COC(=O)c1ccccc1N1C(=O)C2C3CCC(C3)C2C1=O)c1ccccc1 (stereo not given) | 5% | i | 55 | 0.8% | -0.2% | -2% | 11% | 0.3% | 2% | 0.0 | 82
Cc1ccc(OCCC(=O)Nc2c(C)n(C)n(-c3ccccc3)c2=O)cc1 | -5% | i | 11 | -0.7% | 0.2% | 2% | -6% | 0.8% | 1% | 0.3 | 41
S=c1[nH]nc(-c2cc(-c3ccccc3)n[nH]2)n1/N=C/c1ccc(Br)s1 | -6% | i | 55 | . | 1.6% | 5% | 11% | -0.4% | 21% | 19 | 65
O=c1c2ccccc2ncn1Cc1ccco1 | 15% | i | 38 | -0.1% | 0.5% | 2% | 15% | 0.4% | 14% | 0.3 | 72
Cc1c(C)c2ccc(OCC(=O)Nc3ccc(CN4CCOCC4)cc3)cc2oc1=O | 1% | i | 3 | 16% | -0.1% | 0% | 5% | 0.0% | -3% | 0.3 | 63
CCOc1ccc(NC(=O)C(c2ccccn2)N(C(=O)CCl)c2ccc(OC)cc2)cc1 (stereo not given) | -17% | i | 54 | 0.2% | -0.5% | 6% | 18% | 2.3%[50 µM] | -15% | 6.0 | 65
COc1ccc(-c2sc3cc(OC)ccc3c2-c2ccc(OCCN3CCOCC3)cc2)cc1 | . | . | . | . | . | 0% | . | 0.2% | 7% | 9.3 | 70 | NS5 inhibitors pilot replicate=3.3
CCOc1ccc(N=C(C)c2ccccc2O)cc1 | 1% | i | 6 | 0.9% | -0.1% | 3% | -15% | -0.3% | -2% | 1.5 | 72
Cc1c(OCC(=O)NC2CC(C)(C)NC(C)(C)C2)ccc2c3c(c(=O)oc12)CCC3 | 5% | i | 11 | -1.0% | ? | -12% | 0% | -0.2% | 24% | 0.6 | 58
O=[N+]([O-])c1ccc(N2CCN(CCO)CC2)cc1Sc1nc2ccccc2[nH]1 | 6% | i | 52 | 1.3% | . | -1% | 6% | 3.6%[50 µM] | 11% | 0.8 | 68
CC1(C)SC2c3ccccc3C(=O)N2[C@@H]1C(=O)NCCCN1CCOCC1 (stereo not given in full) | -6% | i | 59 | 1.9% | 0.0% | -8% | 7% | 0.3% | 7% | 0.6 | 49
O=C(COC(=O)CNS(=O)(=O)c1ccc2ccccc2c1)Nc1ccccc1Sc1ccccc1 | 25% | i | 51 | 0.1% | -1.1% | -4% | 6% | -1.2% | 3% | 0.0 | 49
CCOC(=O)c1c(NC(=O)c2ccccc2N(C)S(=O)(=O)c2ccccc2)sc2c1CCCC2 | 10% | i | 45 | 0.0% | -0.8% | 0% | 6% | 6.6% | 4% | 2.1 | 46
O=C(CSc1ccc(Br)cc1)Nc1ccccc1Oc1ccccc1 | 0% | i | 63 | 3.0% | -0.3% | 2% | 6% | 2.1%[50 µM] | -3% | 7.6 | 62
Cc1ccc(NC(=O)COC(=O)C(NS(=O)(=O)c2ccc(Cl)cc2)C(C)O)c(Br)c1 (stereo not given) | -5% | i | 8 | 2.1% | 0.0% | -9% | 4% | -1.3%[50 µM] | -7% | 0.5 | 48
CCOc1cc(/C=N/NC(=O)C2CCCC2)ccc1OC(C)C | -2% | i | 17 | 2.5% | 0.1% | 0% | 5% | 0.7%[50 µM] | 8% | 0.7 | 74
